Screening data as filed in PubChem BioAssay.
PHOSPHO1 block: blocks human PHOSPHO1 phosphatase activity | Q8TCT1 | recombinant PHOSPHO1, absorbance phosphatase assay | inhibition, % at 13.3 µM | 290,000 tested, 1.1% active | AID 1565; in the data active means inhibition above about 60%
FID counter: counter-screen for HCV NS3 helicase inhibitors: DNA intercalator displacement; DNA fluorescent intercalator displacement, fluorescence; 290,000 tested, 0.17% active; inhibition, % at 7.9 µM; AID 1845; in the data active means inhibition above about 37%;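 further: 0% = vehicle and 100% = reference compound; higher means more ethidium bromide displaced from hairpin DNA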
NS3 helicase inh: inhibitors of Hepatitis C virus NS3 helicase. NS3 helicase DNA unwinding, Cy5 molecular beacon fluorescence. inhibition, % at 10.9 µM. 290,000 tested, 0.56% active. AID 1800;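 active means inhibition above the mean of all tested compounds plus 3 SD, set per campaign, cut at about 35% in these data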;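 further: 0% = DMSO wells and 100% = thioflavine S control wells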
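Test system: hepatitis C virus NS3 helicase domain fragment enzyme. Also added: annealed dual-labelled DNA beacon duplex, ATP-started. Timing: 60 min unwinding reaction at 25 °C after ATP addition. Technique: Cy5 fluorescence. Measure: % inhibition of unwinding.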
GPR7 antagonist: human neuropeptides B/W receptor 1 antagonism. P48145. GPR7-expressing cells, fluorescence antagonist assay. inhibition, % at 4.4 µM. 290,000 tested, 1.1% active; in the data active means inhibition above about 16%, passing the limit was not always enough;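 further: cells stimulated with the agonist NPW; 0% = agonist with vehicle and 100% = vehicle without agonist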
VIM-2 inh: inhibitors of Pseudomonas aeruginosa VIM-2 metallo-beta-lactamase; purified VIM-2, nitrocefin hydrolysis, epi-absorbance fluorescence; inhibition, % at 5.6 µM; 290,000 tested, 0.89% active; AID 1527;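 active means inhibition above the mean of all tested compounds plus 3 SD, cutoff set per screening run, cut at about 7.5% in these data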;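 further: red hydrolysis product quenches plate fluorescence so inhibitors raise well fluorescence; 0% = enzyme with DMSO and 100% = DMSO without enzyme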
GalR3 antag: blocks the human galanin receptor 3; HEK293 GalR3-CNG cAMP membrane potential fluorescence; galR3 body fused to GalR1 C-terminus; inhibition, % at 3 µM; 360,000 tested, 0.44% active;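 active means inhibition above the screen-wide average plus 3 SD, cut at about 13% in these data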;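 further: forskolin and galanin both at EC90 stimulate the cells; cAMP rise reported by CNG channel membrane potential dye signal; 0% = forskolin plus galanin with DMSO and 100% = forskolin alone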
V1aR counter: V1a receptor agonism, counter-screen for OXTR agonists | 320,000 tested, 0.25% active | CHO-V1R cells, Fluo-8 calcium fluorescence, agonist mode; 0% DMSO, 100% 3 nM vasopressin | AID 2797 | activation, % at 3 µM | P37288;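 active means activation above the mean activation of all tested compounds plus 3 SD, per screening run, cut at about 20% in these data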;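 further: signal is peak over basal fluorescence ratio across a 100 second FLIPR read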
Target sequence (P37288 whole entry, looked up): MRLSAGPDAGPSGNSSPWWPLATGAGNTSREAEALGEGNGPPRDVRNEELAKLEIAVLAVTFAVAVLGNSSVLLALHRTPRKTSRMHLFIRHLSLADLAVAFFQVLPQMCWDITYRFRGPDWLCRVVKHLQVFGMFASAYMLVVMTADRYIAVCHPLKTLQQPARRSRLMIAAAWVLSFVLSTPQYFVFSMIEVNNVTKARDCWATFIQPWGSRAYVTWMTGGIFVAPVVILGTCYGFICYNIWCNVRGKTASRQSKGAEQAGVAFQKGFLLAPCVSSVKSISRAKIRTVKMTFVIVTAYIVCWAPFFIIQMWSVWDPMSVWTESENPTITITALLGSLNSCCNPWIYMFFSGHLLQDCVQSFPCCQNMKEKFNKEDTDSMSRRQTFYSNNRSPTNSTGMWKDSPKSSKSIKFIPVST
IMP-1 inhibitor: blocks Pseudomonas aeruginosa IMP-1 metallo-beta-lactamase | purified IMP-1, nitrocefin hydrolysis, epi-absorbance fluorescence | inhibition, % at 5.6 µM | 290,000 tested, 0.45% active;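 active means inhibition above the mean plus 3 SD of all compounds in the same screening run, cut at about 4.5% in these data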;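 further: 0% = IMP-1 with DMSO and 100% = DMSO wells lacking enzyme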
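Material – recombinant IMP-1 enzyme, purified · Amount – IMP-1 0.2 nM before substrate addition · Medium – HEPES buffer pH 7.1 with ZnSO4 and Brij 35 · Timing – 25 °C, 15 min preincubation, 25 min reaction · Measured by – plate fluorescence quenching by hydrolysis product, ex 480/em 530 nm · Read-out – percent enzyme inhibition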
OXTR ag: human OXTR agonism; P30559; CHO-OTR cells, Fluo-8 calcium fluorescence; normalized: DMSO 0%, oxytocin 100%; activation, % at 3 µM; 320,000 tested, 0.32% active; AID 2435;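 active means activation above the mean of all tested compounds plus 3 SD, cutoff set per screening run, cut at about 20% in these data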;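 further: peak over basal fluorescence ratio from a 100 s FLIPR kinetic read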
Target sequence (P30559 whole entry, looked up): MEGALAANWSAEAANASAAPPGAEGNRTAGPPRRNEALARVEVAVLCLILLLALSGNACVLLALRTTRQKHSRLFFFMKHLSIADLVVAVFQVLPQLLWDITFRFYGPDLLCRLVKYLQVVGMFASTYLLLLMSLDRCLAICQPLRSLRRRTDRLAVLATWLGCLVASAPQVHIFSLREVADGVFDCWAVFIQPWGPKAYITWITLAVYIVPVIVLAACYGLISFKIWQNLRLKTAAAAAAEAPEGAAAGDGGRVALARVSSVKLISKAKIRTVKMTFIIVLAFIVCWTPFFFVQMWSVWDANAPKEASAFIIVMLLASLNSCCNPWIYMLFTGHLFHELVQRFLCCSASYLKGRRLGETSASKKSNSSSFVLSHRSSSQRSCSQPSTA
* = called active by the depositor; x = no result given.

Fields – PHOSPHO1 block	FID counter	NS3 helicase inh	GPR7 antagonist	VIM-2 inh	GalR3 antag	V1aR counter	IMP-1 inhibitor	OXTR ag
#1 COc1ccc(CC(=O)Nc2ccc(OC(C)=O)cc2C(=O)O)cc1
 : 37	-10	13	2	1.0	-5	-1.0	0.1	-0.6
#2 Cc1nc2sc(C(c3ccccc3)N3CCN(c4ccccc4F)CC3)c(O)n2n1 (stereo unspecified)
 : 13	-43	13	1	-0.5	-4	0.8	3.3	-0.3
#3 COc1ccc(CCN(C)Cc2nc(-c3cnccn3)no2)cc1OC
 : 32	-14	-9	-14	-2.7	-1	-0.4	-2.1	0.5
#4 CCC1CCCCN1Cc1ccc(CNS(=O)(=O)c2ccc3c(c2)oc(=O)n3C)o1 (stereo unspecified)
 : -2	4	4	1	-0.9	-5	0.1	-4.0	1.8
#5 CCC(CC)C(=O)Nc1nnc(S(=O)(=O)Nc2ccc(OC)cc2)s1
 : 10	-14	1	4	-4.2	-4	0.1	-2.5	-0.2
#6 Cc1cc(=O)oc2c(C)c(OCC(=O)NCCCN3CCCC3=O)ccc12
 : 42	-26	8	-7	0.7	4	-0.3	-3.5	-0.2
#7 CCOC(=O)C1CCN(S(=O)(=O)c2ccc3c(c2)N(C)C(=O)CC(=O)N3C)CC1
 : 53	-15	3	-5	-2.6	-1	-0.8	-2.8	0.6
#8 Cc1ccc(Cl)cc1N1CCN(C(=O)c2noc(C(C)C)c2[N+](=O)[O-])CC1
 : 9	-37	6	-14	-1.3	0	0.2	-0.8	-1.1
#9 O=S(=O)(c1ccc(Cl)cc1)N1CCN=C1SCc1ccc(Cl)c(Cl)c1
 : -5	-3	-2	-2	-3.2	0	1.5	-2.5	-1.0
#10 COc1cccc2c1O/C(=N\O)C(C(=O)Nc1cccc(Br)c1)C2 (stereo unspecified)
 : 29	-12	15	-5	-4.7	-10	x	-2.7	x
#11 Cc1cc(NS(=O)(=O)c2ccc(NC(=O)/C=C/c3ccccc3)cc2)no1
 : 20	-34	5	-6	-1.4	-7	0.4	-2.8	0.8
#12 CCc1nn(CC(=O)N2CCC(C)CC2)c(=O)c2cccn12
 : 22	-14	4	-4	-2.9	-7	0.7	-1.7	-0.1
#13 COC(=O)c1[nH]c2ccccc2c1NC(=O)CN1CCCc2ccccc21
 : 8	6	-14	8	4.2	1	1.3	-1.0	0.7
#14 Oc1[nH]c2ccccc2c1N=NC(=S)NCCc1ccccc1
 : 3	-4	-4	-13	-2.2	-3	-0.7	-2.4	-1.8
#15 Cc1nc(N)c(Br)c(C)c1Br
 : 28	1	0	-2	1.4	-1	0.0	-1.9	-1.0
#16 O=C1COc2cc(S(=O)(=O)CCC(=O)N3CCCCC3)c(Cl)cc2N1
 : 33	-6	-3	-14	-2.3	x	1.2	-2.4	-0.2
#17 CCCn1c(N2CCN(C)CC2)nc2c1c(=O)[nH]c(=O)n2C
 : -7	3	-7	-2	4.1	-2	0.5	0.3	0.8
#18 O=C(Nc1ccccc1F)c1cc2nc(C(F)F)cc(C(F)F)n2n1
 : -3	4	-4	-11	-3.2	-5	-1.5	-1.6	-1.6
#19 Cc1nn2c(NCCOCCO)c3c(nc2c1-c1ccccc1)CCCC3
 : 32	-13	-2	-1	2.1	x	-1.0	-1.8	-0.5
#20 COc1ccc(N2CCN(C(=O)CCSCc3ccccc3F)CC2)cc1
 : 28	-36	3	5	2.5	-3	1.2	-0.3	2.2
#21 CC(CC(=O)c1cccs1)CC(=O)c1cccs1
 : -22	-4	0	-10	-2.2	-8	-0.4	-2.7	-1.5
#22 Cc1nc(NCCc2ccc(O)cc2)c2nnn(Cc3ccccc3)c2n1
 : 25	-19	0	-6	-0.5	4	6.2	-3.6	3.0
#23 Nc1nnc(SCc2ccccc2F)n1-c1ccccc1
 : 1	-3	-1	-10	-2.9	-1	1.3	-1.2	3.2
#24 CN(C)/C=N/c1ncc(C(=O)c2ccc(Cl)cc2Cl)s1
 : 45	-14	-2	11	-2.4	1	3.0	-3.4	1.1
#25 CCCCOC(=O)Nc1ccccc1C(N)=O
 : 16	4	-10	0	0.7	-4	-2.2	-0.3	-2.0
#26 O=C(Oc1ccc2c(=O)c(Cl)coc2c1)c1ccncc1
 : 9	6	-11	-15	-0.9	0	0.6	-3.0	0.4
#27 CS(=O)(=NS(=O)(=O)c1ccc(Cl)cc1)c1ccccc1 (stereo unspecified)
 : 12	-3	3	4	-0.2	3	-0.9	-4.4	0.9
#28 Cc1nn(-c2ccccc2)c(C)c1/C=N/NC(=O)c1ccccc1O
 : -74	-32	5	1	-1.2	-5	x	-0.8	x
#29 O=C(c1cc(-c2cccnc2)nc2ccc(Br)cc12)N1CCN(c2ncccn2)CC1
 : 0	-5	2	-18	-1.4	-4	1.5	-2.1	1.5
#30 CCOc1ccc2c(c1)C(C)=CC(C)(C)N2C(=O)Nc1ccccc1
 : 0	-3	1	-5	-2.3	x	0.1	-4.2	-2.5

Entries of single compounds, looked up by structure. Values in the order: PHOSPHO1 block, FID counter, NS3 helicase inh, GPR7 antagonist, VIM-2 inh, GalR3 antag, V1aR counter, IMP-1 inhibitor, OXTR ag
Cc1nc2sc(C(c3ccccc3)N3CCN(c4ccccc4F)CC3)c(O)n2n1 (stereo unspecified) in the list: 13, -43, 13, 1, -0.5, -4, 0.8, 3.3, -0.3
COc1ccc(CCN(C)Cc2nc(-c3cnccn3)no2)cc1OC in the list: 32, -14, -9, -14, -2.7, -1, -0.4, -2.1, 0.5

(continued)
Fields – PHOSPHO1 block	FID counter	NS3 helicase inh	GPR7 antagonist	VIM-2 inh	GalR3 antag	V1aR counter	IMP-1 inhibitor	OXTR ag
#31 CCOc1ccc(-n2cc(C(=O)Nc3ccc(Cl)cn3)c3cc(OC)c(OC)cc3c2=O)cc1
 : 14	-6	-2	-6	-2.9	-2	x	-2.6	x
#32 CCCCN(CC)CCNC(=O)c1[nH]c(C)c(C(C)=O)c1C
 : 17	15	8	-2	1.3	-4	0.9	1.3	0.2
#33 Cc1nn(C)c(C(=O)N/N=C/c2ccc(C(F)(F)F)cc2)c1[N+](=O)[O-]
 : 12	-2	1	-4	-0.4	-10	1.0	-2.6	-1.3
#34 COC(=O)c1ccccc1N(C)S(=O)(=O)c1cc2c(cc1C)OCC(=O)N2
 : -19	-6	-5	0	-2.5	-6	0.0	-1.6	0.1
#35 O=C1CSC(=Nc2ccccc2)N1Cc1ccccc1
 : -8	-13	-14	-6	1.4	1	-1.3	0.2	-1.2
#36 COc1ccc(N2C(=O)CSC2c2ccccc2[N+](=O)[O-])cc1 (stereo unspecified)
 : 25	-1	1	-6	0.7	3	0.2	0.0	0.6
#37 Cc1cccc(C(=O)c2cn[nH]c2-c2ccc(C)cc2O)c1
 : -13	-8	-5	-2	0.6	-6	0.8	-0.7	1.6
#38 COc1ccc(OC)c(C(C(=O)NC2CCCCC2)N(Cc2ccco2)C(=O)c2ccccn2)c1 (stereo unspecified)
 : 2	-40	3	11	-3.0	-4	0.0	-4.2	1.2
#39 COc1ccccc1CNCC(=O)Nc1ccc(N2CCOCC2)cc1
 : -1	-4	-3	-8	-0.1	0	1.7	-2.5	0.1
#40 O=C(COC(=O)C1CC(O)CN1S(=O)(=O)c1ccc(Cl)cc1)c1cccc(Cl)c1 (stereo unspecified)
 : 1	-22	-5	-10	-0.9	1	2.6	-0.9	1.3
#41 Cc1nn(Cc2ccc(Cl)cc2)c(C)c1NC(=O)c1cc(-c2ccco2)on1
 : 43	-23	-4	0	0.7	-4	5.7	-2.2	6.7
#42 O=C(Nc1ccc(Br)cc1)C1CC(c2c(F)cccc2Cl)=NO1 (stereo unspecified)
 : 14	-11	6	-6	-1.8	-11	3.2	-1.7	1.9
#43 O=C(CCCc1ccccc1)Nc1ccccc1C(F)(F)F
 : 19	-10	11	-8	-2.1	-9	-0.8	-2.1	-3.1
#44 COCCn1nnnc1SCC(=O)NCc1ccc2c(c1)OCO2
 : -12	-4	20	8	2.1	-5	-1.0	0.8	1.0
#45 Cc1ccc2oc(=O)c3cnn(CC(=O)NC4CCN(Cc5ccccc5)CC4)c3c2c1
 : -13	3	5	-9	-3.1	x	0.2	-4.9	-0.5
#46 COC(=O)c1ccccc1S(=O)(=O)N1CCn2cccc2C1C (stereo unspecified)
 : 20	-3	2	-9	-3.3	-2	-0.6	-2.1	-0.1
#47 CCCC(=O)C1C(=O)CC(CC(C)SCC)CC1=O (stereo unspecified)
 : 13	-4	16	6	0.2	-12	0.6	-1.6	0.3
#48 CCOC(=O)c1ccc2nc(NC(C)=O)sc2c1
 : 4	1	-4	-13	-2.2	-5	0.9	-2.6	-0.3
#49 CCCn1nc(NC(=O)C(C)(C)C)c2cc3cc(OC)ccc3nc21
 : 39	-25	-6	-10	-1.9	-12	-1.2	-1.0	-2.3
#50 CC(NC(=O)CN1CCCC1)c1ccccc1 (stereo unspecified)
 : x	-4	0	-17	-1.0	-5	0.0	-1.4	-0.8
#51 CN1C(=O)/C(=C/c2ccccc2F)Sc2ccc(C(=O)NCC3CCCO3)cc21 (stereo unspecified)
 : 40	-46	2	-3	0.3	-1	3.0	0.9	0.1
#52 O=C(Nc1ccc(Cl)cn1)Nc1ccc(Cl)cn1
 : 10	-1	3	-11	-2.0	-4	-0.3	-2.2	-0.5
#53 Cc1cc(Nc2ccccc2)nn1C(=O)c1ccc(Cl)cc1
 : 5	-1	1	0	-4.4	-3	1.0	-1.0	-1.9
#54 O=C(O)C1(P(=O)(c2ccccc2)c2ccccc2)CCC1
 : -30	-9	-1	8	-1.8	-4	-0.6	-1.6	-0.4
#55 Cc1ccc(Nc2nc3ccccc3n3cnnc23)c(Cl)c1
 : 29	-7	-5	-15	-3.5	1	0.4	-4.0	0.2
#56 Cc1ccc(-c2csc(N/N=C/c3ccco3)n2)c(C)c1
 : -24	-4	40*	-15	-6.7	-2	-0.1	-4.5	-0.9
#57 CCCNC(=O)c1ccc(S(=O)(=O)c2ccc(OC)cc2)c([N+](=O)[O-])c1
 : 20	-6	-1	-2	-0.2	2	9.5	-1.1	14
#58 C(=N\n1cnnc1)/c1ccc(-c2ccccc2)cc1
 : 11	-11	-1	-4	5.4	-1	0.5	-1.4	1.0
#59 Nc1nonc1C(=O)NCCNC(=O)c1ccccc1F
 : -10	1	7	-7	-3.9	2	0.1	-1.3	0.4
